Source: PubChem BioAssay (several laboratories)
NPY Y1 blocker: NPY-Y1 (human) receptor antagonism; inhibition, % at 3.6 µM; hit rate 1% among 200,000; AID 1040; P25929; HEK293-CNG Y1 cells, membrane potential fluorescence; NPY at EC95, then isoproterenol;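 active = inhibition above the campaign mean inhibition of all tested compounds plus 3 SD, cut at about 20% in these data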;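 note: 0% = DMSO wells given NPY plus isoproterenol and 100% = isoproterenol alone without NPY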
Target sequence (P25929 whole entry, looked up): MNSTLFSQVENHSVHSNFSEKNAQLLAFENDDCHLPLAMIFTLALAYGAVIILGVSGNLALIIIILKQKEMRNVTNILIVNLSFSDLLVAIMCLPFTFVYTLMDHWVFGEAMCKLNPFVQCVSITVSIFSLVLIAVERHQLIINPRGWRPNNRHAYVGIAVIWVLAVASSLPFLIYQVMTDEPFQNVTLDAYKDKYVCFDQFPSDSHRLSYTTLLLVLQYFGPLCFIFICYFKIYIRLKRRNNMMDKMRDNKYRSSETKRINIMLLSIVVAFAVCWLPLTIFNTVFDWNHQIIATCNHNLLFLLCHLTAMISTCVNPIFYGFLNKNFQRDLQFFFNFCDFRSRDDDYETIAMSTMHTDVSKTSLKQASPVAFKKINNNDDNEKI
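Material: HEK293 cells with Y1 receptor plus CNG channel; times: compound incubation 1 h at room temperature, readout 45 min post-stimulation; signal: fluorescence, membrane potential probe; read-out basis: fluorescence ratio normalized to % inhibition between controls; benchmarks: full-block control isoproterenol-only wells, zero-block control NPY plus isoproterenol wells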
NPY-Y2 PAM-ag: human NPY-Y2 potentiation or agonism, primary screen | cells expressing NPY-Y2, potentiator/agonist read-out | activation, % at 3.6 µM | hit rate 0.45% among 220,000 | AID 1359; in the data active = activation above about 27%;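 note: cells stimulated with NPY near EC25 plus isoproterenol at EC100; 0% = vehicle plus submaximal agonist and 100% = vehicle plus saturating agonist; some results beyond the cut were filed as inactive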
NPY-Y1 PAM-ag: potentiators or agonists of human neuropeptide Y receptor Y1 | hit rate 0.37% among 220,000 | AID 1304 | P25929 | activation, % at 3.6 µM | NPY-Y1 expressing cells, potentiator/agonist activation; in the data active = activation above about 33%, passing the limit was not always enough;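 note: cells stimulated with NPY at EC10 then isoproterenol at EC100; 0% = low agonist plus stimulus and 100% = saturating agonist plus stimulus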
BaF3 tox: reduces parental Ba/F3 cell viability, JAK2V617F counter-screen | CellTiter-Glo ATP luminescence | hit rate 1.1% among 220,000 | inhibition, % at 5.6 µM;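 active = inhibition above a per-campaign cutoff, the mean inhibition of all tested compounds plus 3 SD, cut at about 27% in these data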;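 note: 0% = DMSO wells and 100% = JAK Inhibitor I control wells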
Ba/F3 V617F tox: lowers viability of Ba/F3 cells expressing EpoR and JAK2V617F | ATP luminescence | inhibition, % at 5.6 µM | hit rate 1.1% among 220,000;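 active = inhibition above the campaign mean plus 3 SD over all tested compounds, cut at about 24% in these data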;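 note: cytokine-independent growth of Ba/F3 cells driven by EpoR plus mutant JAK2; 0% = DMSO-treated cells and 100% = JAK inhibitor I control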
S1P4 antagonist: human S1P4 receptor antagonism; inhibition, % at 4.98 µM; hit rate 0.26% among 220,000; AID 1510; O95977; S1P4-expressing cells, antagonist mode, reporter read-out; in the data active = inhibition above about 29%;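 note: 0% = wells stimulated with agonist and 100% = vehicle wells without agonist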
Target sequence (O95977 whole entry, looked up): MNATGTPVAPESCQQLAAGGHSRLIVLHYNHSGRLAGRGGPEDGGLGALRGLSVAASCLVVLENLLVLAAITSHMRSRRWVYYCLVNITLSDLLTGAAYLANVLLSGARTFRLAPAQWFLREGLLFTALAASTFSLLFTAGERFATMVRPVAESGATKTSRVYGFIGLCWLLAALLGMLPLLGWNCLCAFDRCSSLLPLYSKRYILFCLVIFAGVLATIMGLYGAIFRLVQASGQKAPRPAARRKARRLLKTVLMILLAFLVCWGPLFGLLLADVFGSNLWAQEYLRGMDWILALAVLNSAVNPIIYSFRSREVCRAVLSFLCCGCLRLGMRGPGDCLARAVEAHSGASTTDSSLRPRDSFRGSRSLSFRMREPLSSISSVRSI
RBBP9 inh: human RBBP9 hydrolase inhibition. O75884. hit rate 0.2% among 220,000. AID 1515. inhibition, % at 7.94 µM. recombinant RBBP9, FP-Rh probe fluorescence polarization;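 active = inhibition above the campaign mean of all tested compounds plus 3 SD, cut at about 14% in these data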;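 note: plate controls were DMSO wells with RBBP9 for no effect and wells lacking RBBP9 protein for full effect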
Target sequence (O75884 whole entry, looked up): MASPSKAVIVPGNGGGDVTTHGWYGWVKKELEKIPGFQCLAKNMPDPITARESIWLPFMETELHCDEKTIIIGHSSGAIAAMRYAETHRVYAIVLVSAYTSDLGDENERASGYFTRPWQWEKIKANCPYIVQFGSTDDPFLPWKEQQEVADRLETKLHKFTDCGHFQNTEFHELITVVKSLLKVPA
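System: RBBP9 protein / Quantity: 2.5 µM RBBP9 dispensing solution, before mixing / Also added: Serine-hydrolase probe FP-Rh, 375 nM pre-mixing / Dosing: 7.94 µM single dose, 0.794% DMSO / Timing: enzyme-compound preincubation 30 min, then probe labeling 45 min, 25 °C / Signal: FP readout at 525/598 nm / Controls: DMSO-treated enzyme wells and wells lacking RBBP9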
S1P4 ag: human S1P4 receptor agonism; O95977; S1P4-expressing cell line, agonist reporter assay; activation, % at 4.98 µM; hit rate 0.35% among 220,000; AID 1509; in the data active = activation above about 11%;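 note: 0% = DMSO vehicle and 100% = reference agonist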
Runt-CBFb FRET: blocks binding of human RUNX1 Runt domain to CBFb; Q01196+Q13951; Cerulean-Runt/Venus-CBFb FRET ratio 530/480, 1 h; inhibition, % at 20 µM; hit rate 0.46% among 220,000;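 active = inhibition over about 50% at 20 µM in the single-dose screen, limit read from the data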;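 note: 0% = DMSO wells and 100% = excess unlabeled CBFb competitor control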
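System: Cerulean-labeled Runt domain protein | Quantity: 100 nM of each labeled protein | Schedule: 1 h compound exposure, room temperature | Detection: Fluorescence energy transfer, 422 nm excitation, 530/480 nm emission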
* marks the source's active call; other numbers are inactive results; x = not tested or not shown.

SMILES	NPY Y1 blocker	NPY-Y2 PAM-ag	NPY-Y1 PAM-ag	BaF3 tox	Ba/F3 V617F tox	S1P4 antagonist	RBBP9 inh	S1P4 ag	Runt-CBFb FRET
CN(C(=O)CSc1nnc(-c2ccncc2)n1C)C1CCS(=O)(=O)C1 (centres undefined)	5	7	6	3	-3	1	4	-0.2	2
COc1ccccc1Nc1nc(N)nc(CN2CCN(c3ccccc3F)CC2)n1	3	-19	-24	4	3	-19	-11	-1.7	0
CC(C)[C@H](NC(=O)c1ccccc1)C(=O)OCC(=O)c1ccc2c(c1)NC(=O)CO2	-5	5	-27	2	-6	-2	-6	-3.3	0
COc1ccc(C)cc1NC(=S)NN1CCN(C)CC1	-3	0	7	8	1	-3	-5	1.8	0
Cc1c(C(N)=O)sc2ncn(CC(=O)OC(C)C)c(=O)c12	3	-2	7	0	-2	-5	7	-0.5	0
CCCCOc1ccc(C(=O)N/N=C/c2cn[nH]c2-c2ccc(OC)c(OC)c2)cc1	3	4	-13	0	-4	-10	-23	1.3	-1
COc1ccc(C(=O)NCC23C=CC(O2)C2C(=O)N(Cc4ccccc4)C(=O)C23)cc1 (centres undefined)	-4	11	23	1	-3	1	-7	1.3	11
S=C(NCC1CCCO1)NC1CC1 (centres undefined)	-4	-5	4	2	0	-5	-5	4.5	-2
Cc1ccc(/C([O-])=C(/C(=S)NCc2ccco2)[n+]2ccccc2)cc1[N+](=O)[O-]	-1	3	3	2	-2	-19	4	0.5	12
CCOc1ccccc1NC(=S)N(Cc1cc2ccc(C)cc2[nH]c1=O)CC1CCCN1CC (centres undefined)	7	-3	-14	12	5	1	-3	-0.3	4
COc1ccc(C(=O)N2CC3(C)CC2CC(C)(C)C3)cc1 (centres undefined)	-1	3	-20	2	-1	-4	-7	1.2	-2
CCN(c1ccccc1)S(=O)(=O)c1cc(C(=O)Oc2ccc3c(C)cc(=O)oc3c2)ccc1C	1	-4	1	5	0	-9	-3	1.2	13
COc1ccc(CCNc2nc3c(c(=O)n(C)c(=O)n3C)n2C)cc1OC	-2	0	-5	6	-1	-8	-5	-0.5	-2
Cn1ccnc1SCC(=O)c1c[nH]c2ccccc12	3	7	7	7	4	-10	-3	3.0	1
CC(=O)NCCOc1ccc(C(=O)O)cc1	-2	-16	6	1	1	-14	-4	0.1	-1
Cc1csc(C(=O)O)c1NC(=O)c1cccc([N+](=O)[O-])c1	-1	-13	-23	3	1	-1	-3	-0.3	2
O=C(NCCN1C(=O)C2C3C=CC(C3)C2C1=O)Nc1ccccc1O (centres undefined)	-3	0	-9	3	4	-6	-1	-0.9	2
Cc1ccc(OCc2ccc(C#N)cc2)c(C(=O)c2cc(C#N)c(=O)n(C3CC3)c2)c1	-4	11	-11	1	-2	-1	4	-1.0	2
O=C(O)CCCC(=O)NCCCc1ccccc1	1	-3	-24	1	-2	9	5	0.4	2
CC(=O)NC1(c2ccccc2)CCN(Cc2nnnn2C(C)(C)C)CC1	0	7	14	12	0	-11	-2	0.3	-1
O=C1CSC(c2cccnc2)N1c1ccc(Cl)cc1 (centres undefined)	2	12	-2	7	1	3	0	0.6	0
CC(=O)c1cccc(NC(=O)N2CCCC2C(=O)Nc2cc(C)ccc2C)c1 (centres undefined)	-5	0	6	1	0	-7	-3	0.1	-1
NC(=O)c1ccc(NC(=O)C2CC2)cc1	-7	-5	-2	12	3	6	1	-0.1	-1
COC(=O)c1ccc(Oc2cc(C)nc(SC)n2)cc1	8	-7	6	5	1	-3	-8	-1.4	0
CN(CCc1ccccn1)C(=O)CN(C)S(=O)(=O)c1ccc2c(c1)c(=O)n(C)c(=O)n2C	1	15	-14	3	-1	-7	0	1.7	-1
Cc1ccc(-n2ncc3c(=O)[nH]c(SCC(=O)N4CCCC4)nc32)cc1C	2	5	17	-1	-3	-26	-4	0.2	-1
CNC(=O)c1cc2cc(Cc3ccccc3Cl)ccc2oc1=O	-3	1	-10	2	0	-3	-3	-1.5	4
CCOC(=O)[C@@H]1C(c2c(OC)cc(OC)cc2OC)=NO[C@@H]1C(=O)OCC	-7	33*	69*	0	-1	0	-7	1.4	-3
Cc1cccn2c(=O)c(/C=C(\C#N)C(N)=O)c(N3CCN(Cc4ccc5c(c4)OCO5)CC3)nc12	4	-9	-2	9	-3	-18	-6	1.3	122*
Cc1cc2c(N3CCCCC3C)ncnc2s1 (centres undefined)	-3	-8	9	3	-1	-13	-10	2.3	2
O=C(NC(=S)Nc1cccc(NC(=S)NC(=O)c2ccco2)n1)c1ccco1	0	4	7	10	0	-3	-6	0.7	6
CC(C)CCN1C(=O)c2ccc(C(=O)OCn3nnc4ccccc4c3=O)cc2C1=O	-3	-8	11	9	0	-4	-4	1.1	-8
CCC(=O)N1CCN(c2ccc(Cl)cc2NC(=O)Cc2ccc(Cl)cc2)CC1	15	0	-31	2	-4	9	5	-4.2	2
Cc1nc(N2CCN(c3ccccc3)CC2)[nH]c(=O)c1CCC(C)C	-1	1	11	4	-1	-6	-5	1.1	2
CN1CC(c2ccc(C#N)cc2)C2(COc3ccccc3C2=O)C12C(=O)Nc1ccccc12 (centres undefined)	12	-4	12	3	-1	8	-6	-0.2	-1
Cc1cs/c(=N\N=C\c2ccccc2)n1Cc1ccco1	4	2	1	4	-1	-4	-8	1.1	-2
CCOC1OC(=O)C(Cl)=C1Nc1ccc(C)cc1C (centres undefined)	8	-5	-12	7	5	-5	-4	0.9	2
CCN(CC)c1ccc(/C=C(\C#N)c2ccccn2)cc1	11	4	-14	0	-2	2	-2	0.3	-21
Cc1ccc(-c2nnn(CC(=O)N(CC3CCCO3)C(C(=O)NC3CCCCC3)c3ccc(F)cc3)n2)o1 (centres undefined)	0	5	-6	0	-5	-17	5	-1.2	-2
CCCNC(=S)N1CCN(CC)CC1	-1	6	-18	6	0	-8	-1	0.9	-1
O=C(/C=C\c1ccc2c(c1)OCO2)NC1(C(=O)Nc2ccc3c(c2)OCCO3)CCCCC1	13	-8	-15	8	3	-1	-3	0.4	1
Cn1c(CNc2cccc(Cl)c2)nnc1SCC(=O)OC1CCCCC1	7	-9	10	2	3	4	-4	1.1	-5
Cc1c(NC(=O)/C(C#N)=C/c2ccc(-c3ccccc3Cl)o2)c(=O)n(-c2ccccc2)n1C	6	-10	-8	5	0	-12	-1	0.1	-12
COc1ccc(-c2cc(C(=O)N3CCOCC3)c3cc(C)ccc3n2)cc1	-2	7	18	2	-4	-9	8	-0.3	2
Cc1ccc2nc(Cl)c(/C=N/Nc3nc(C)cc(C)n3)c(=O)n2c1	1	22	-2	-3	0	12	-10	-0.1	4
CCC(=O)c1ccc(OCC(O)CN2CC(C)OC(C)C2)cc1 (centres undefined)	2	4	-3	6	3	12	-8	-0.6	-1
CCCCCC(=O)N/N=C(\C)c1ccccn1	5	5	5	7	-1	-8	-8	-1.3	2
CCOc1ccccc1NC(=O)c1ccc(S(=O)(=O)N(C)C)cc1	-2	-5	5	1	-2	9	-6	1.9	1
COCCn1c(SCC(=O)Nc2ccc(C)cc2)nc2c(oc3ccccc32)c1=O	3	0	1	7	2	1	-10	-0.8	3
CCC(C)C(NC(=O)C1CCC(C)CC1)C(=O)Nc1cc(OC)ccc1OC (centres undefined)	4	-2	31	5	-3	6	-9	0.2	1
O=c1oc(-c2ccc([N+](=O)[O-])cc2)nc2ccc(O)cc12	-5	12	4	-1	-2	-10	7	0.9	-1
O=C(CN1CCN(c2ccccc2)CC1)Nc1ccc(-n2cnnn2)cc1	-3	5	7	2	-1	3	0	-0.4	-2
CN(Cc1cnccn1)Cc1nc(Cc2ccccc2F)no1	-3	2	1	5	2	-16	6	3.2	1
Cc1noc(C)c1COC(=O)Cc1ccc(Br)cc1	3	-8	-8	6	1	-5	-4	-0.4	1
COc1ccccc1CNC(=O)CSc1ccc(-c2ccccn2)nn1	5	-1	-2	4	1	-17	-6	1.5	1
Cc1ccc(-n2c(SCC(=O)NC3CCS(=O)(=O)C3)nc3ccccc3c2=O)cc1 (centres undefined)	-1	-6	1	5	1	-14	-3	-0.7	0
Nc1ccc(-c2n[nH]c(=O)c3ccccc23)cc1N	2	-3	-8	8	3	-27	-1	1.9	-2
Cc1cc(S(=O)(=O)NCC(C)C)ccc1OCC(=O)NCC1CCCO1 (centres undefined)	-1	2	-3	0	-3	-10	1	-2.2	0
O=C(CCCn1c(=O)[nH]c2ccsc2c1=O)N1CCN(Cc2ccc3c(c2)OCO3)CC1	4	5	21	4	-7	-7	-2	-0.9	2
COc1ccc(C(C(=O)NC2CCCCC2)N(C(=O)CCCC(=O)Nc2ccccn2)c2ccc3c(c2)OCCO3)cc1 (centres undefined)	-3	-12	5	7	-2	2	-10	1.8	-6

A second format for some results above.
Compound | NPY Y1 blocker | NPY-Y2 PAM-ag | NPY-Y1 PAM-ag | BaF3 tox | Ba/F3 V617F tox | S1P4 antagonist | RBBP9 inh | S1P4 ag | Runt-CBFb FRET
COc1ccc(C(C(=O)NC2CCCCC2)N(C(=O)CCCC(=O)Nc2ccccn2)c2ccc3c(c2)OCCO3)cc1 (centres undefined) | -3 | -12 | 5 | 7 | -2 | 2 | -10 | 1.8 | -6
COc1ccccc1CNC(=O)CSc1ccc(-c2ccccn2)nn1 | 5 | -1 | -2 | 4 | 1 | -17 | -6 | 1.5 | 1
O=C(CCCn1c(=O)[nH]c2ccsc2c1=O)N1CCN(Cc2ccc3c(c2)OCO3)CC1 | 4 | 5 | 21 | 4 | -7 | -7 | -2 | -0.9 | 2

Later entries.
SMILES	NPY Y1 blocker	NPY-Y2 PAM-ag	NPY-Y1 PAM-ag	BaF3 tox	Ba/F3 V617F tox	S1P4 antagonist	RBBP9 inh	S1P4 ag	Runt-CBFb FRET
Cc1nc2ccccc2n1CCN1CCOCC1	0	10	4	7	2	-10	-3	2.0	-1
CCOCCCNC(=O)c1ccc2c(c1)N=C(CC)c1cc(Br)ccc1S2	11	-4	1	95*	92*	20	-2	-1.8	-5
CCOC(=O)c1ccc(Cl)c(NC(=O)c2cccnc2)c1	4	5	4	0	-4	-3	-7	1.0	0
Cc1cc(N2CCN(c3cccc(C)c3C)CC2)nc(-c2ccccc2)n1	21*	-34	-23	2	-4	0	-1	0.9	-2
CCN(C(=O)C1CCN(S(=O)(=O)c2ccc3c(c2)oc(=O)n3C)CC1)c1cccc(C)c1	1	-14	-9	3	2	-7	-1	-4.0	0
O=C(CCCN1C(=O)c2cccc3cccc(c23)C1=O)Nc1nccs1	x	-7	7	1	0	-8	-2	1.4	-4
Cc1nnc2n(C3CCCCC3)c(=O)c3c4c(sc3n12)COC(C)(C)C4	-4	4	24	1	-2	-18	0	1.7	0
S=c1[nH]ncn1-c1ccccn1	5	8	1	6	-1	4	-3	-2.0	6
Cc1cc(N/N=C/c2ccccc2Br)nc2ccccc12	4	0	-9	9	2	3	3	-0.6	0
CC(C)c1ccc(/C=C/C(=O)Nc2nn[nH]n2)cc1	-1	-15	11	2	-2	-20	-11	2.1	-2
COc1ccc(-c2nsc3c(N4CCCC4)ncnc23)cc1	5	0	-5	3	7	-1	3	1.0	-2
